# Screening results (PubChem BioAssay)
# N-glyco inh – N-linked glycosylation inhibition | D54 ERlucT glycosylation luciferase reporter, 24 h; percent of 100 nM tunicamycin response | reporter increase, % at 12.5 µM | 360,000 compounds, 0.23% hits;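 active = mean luciferase reporter signal, scaled so untreated is 0 and the glycosylation-blocking control 100, at or above a set limit in every replicate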;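 note: luciferase carries N-glycosylation sites so blocking glycosylation raises the light; 0% = median of neutral control wells and 100% = median of 100 nM tunicamycin wells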
# ABCB6 inh MLPCN – human ABCB6 transporter inhibition. Q9NP58. K562-ABCB6 porphyrin accumulation, flow cytometry, 1 h; stronger effect = lower value. fluorescence ratio to DMSO, % at 10 µM. 360,000 compounds, 0.19% hits. AID 602162;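 active = fluorescence ratio to DMSO below 75%, the collection mean minus 3 SD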;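 note: signal is porphyrin accumulated inside mitochondria; 100% equals median channel fluorescence of DMSO control wells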
# NCOA2 inhibitor – inhibits human steroid receptor coactivator 2. inhibition, % at 9 µM. AID 651957. Q15596. 370,000 compounds, 0.17% hits. HEK293 GAL4-SRC2 luciferase reporter, luminescence;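 active = inhibition above the mean inhibition of all tested compounds plus 3 SD, set per campaign, cut at about 52% in these data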;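 note: 0% = DMSO treated cells and 100% = cells given Gossypol at 36 µM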
# Cardio protect – protects H9c2 cardiomyocytes from peroxide injury; H2O2 injury protection, ATPLite, 2 h; 360,000 compounds, 0.63% hits; protection from H2O2 cell death, % at 20 µM; AID 588492;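 active = compounds giving at least 50% protection of heart cells from peroxide-induced death in the single-dose screen, raw or plate-pattern-corrected value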;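 note: 0% = DMSO wells with peroxide and 100% = DMSO wells without peroxide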
# m5-HT2A agonist – activates the mouse 5-HT2A serotonin receptor; 360,000 compounds, 0.66% hits; AID 624169; activation, % at 7.6 µM; CHO-K1 mHTR2A beta-arrestin complementation, luminescence; percent of 30 µM serotonin response;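 active = activation above a run cutoff, the mean activation of all tested compounds plus 3 SD, cut at about 14% in these data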;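 note: 0% = plate median of compound wells and 100% = 30 µM serotonin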
# Target sequence (P35363 whole entry, looked up): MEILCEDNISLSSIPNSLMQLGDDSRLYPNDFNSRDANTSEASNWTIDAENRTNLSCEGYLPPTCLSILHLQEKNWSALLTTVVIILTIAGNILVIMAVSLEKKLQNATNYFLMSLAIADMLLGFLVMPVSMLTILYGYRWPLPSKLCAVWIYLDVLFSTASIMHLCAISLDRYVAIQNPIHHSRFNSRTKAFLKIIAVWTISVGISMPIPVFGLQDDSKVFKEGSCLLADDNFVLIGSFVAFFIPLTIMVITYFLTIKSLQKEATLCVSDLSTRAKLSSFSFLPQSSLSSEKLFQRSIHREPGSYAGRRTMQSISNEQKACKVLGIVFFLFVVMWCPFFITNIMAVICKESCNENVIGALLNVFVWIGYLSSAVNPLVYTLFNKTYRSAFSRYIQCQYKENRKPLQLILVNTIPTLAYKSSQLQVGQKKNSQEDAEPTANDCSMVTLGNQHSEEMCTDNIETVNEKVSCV
# MC4R barr agon – activates human MC4R beta-arrestin recruitment; activation, % at 8.9 µM; 360,000 compounds, 0.98% hits; P32245; U2OS MC4R beta-arrestin complementation, luminescence; percent of melanotan II response, DMSO zero;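 active = activation above a per-plate cutoff, the mean activation of sample wells on that plate plus 3 SD, cut at about 8% in these data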
# MC4R antagonist – antagonists of human melanocortin 4 receptor (MC4R); P32245; MC4R-expressing cells, MTII-stimulated cAMP, LANCE TR-FRET; inhibition, % at 6.5 µM; 360,000 compounds, 0.48% hits;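 active = inhibition above its plate's cutoff, the mean of tested wells on that plate plus 3 SD, cut at about 29% in these data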;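 note: 0% = Melanotan II alone and 100% = Melanotan II plus saturating MCL0020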
#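 System: U2OS-MC4R stable cell line; Technique: Eu-cAMP/anti-cAMP TR-FRET, emission 671 nm; Repeats: single well per compound; Also added: Melanotan II; Dosing: one concentration, 6.5 µM nominal; Schedule: 30-min compound, 1-h challenge, 1-h detection, room temperature.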
# NOD2-RIPK2 inh – inhibitors of human NOD2-RIPK2 interaction; CHO BLA complementation NOD2-RIPK2, CCF4 ratio; inhibition, % at 4.98 µM; 360,000 compounds, 0.38% hits; AID 624267; in the data active = inhibition above about 21%;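 note: 0% = vehicle only and 100% = reference blocker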
# Target sequence (O43353 whole entry, looked up): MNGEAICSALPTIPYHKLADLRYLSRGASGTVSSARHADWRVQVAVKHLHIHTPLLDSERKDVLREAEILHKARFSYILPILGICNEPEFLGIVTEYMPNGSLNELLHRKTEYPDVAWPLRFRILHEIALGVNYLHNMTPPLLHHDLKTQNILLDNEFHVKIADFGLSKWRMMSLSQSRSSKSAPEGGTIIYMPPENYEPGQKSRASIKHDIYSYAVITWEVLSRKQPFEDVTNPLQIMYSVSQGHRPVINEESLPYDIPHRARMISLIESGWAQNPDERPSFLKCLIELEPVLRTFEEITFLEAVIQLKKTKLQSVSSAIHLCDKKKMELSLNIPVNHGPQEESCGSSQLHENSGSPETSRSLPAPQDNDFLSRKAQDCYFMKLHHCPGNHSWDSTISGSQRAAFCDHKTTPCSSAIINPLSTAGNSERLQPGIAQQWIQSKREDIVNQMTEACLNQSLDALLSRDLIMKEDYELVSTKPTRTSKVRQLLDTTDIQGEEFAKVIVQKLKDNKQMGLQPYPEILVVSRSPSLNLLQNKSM
# TLR9-MyD88 inh – inhibitors of human TLR9-MyD88 binding. Q9NR96+Q99836. CHO BLA complementation TLR9-MyD88, CCF4 FRET ratio. inhibition, % at 4.98 µM. 340,000 compounds, 0.21% hits;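 active = inhibition above the mean over all tested compounds plus 3 SD, cut at about 21% in these data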;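 note: 0% = DMSO only wells and 100% = clavulanate BLA inhibitor control wells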
# ABHD5 PLIN5 PPI – blocks binding of human ABHD5 to perilipin-5 | Q00G26+Q8WTS1 | Split G. princeps luciferase complementation, luminescence, 4 h | inhibition, % at 4 µM | 360,000 compounds, 0.78% hits;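 active = inhibition above the mean inhibition across every tested compound plus 3 SD, cut at about 22% in these data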;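 note: 0% = DMSO only wells and the 100% control is not disclosed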
# * hit, by the source's call; i = inactive; · = not tested or not shown. A portion of the library. The share of hits here may be higher or lower than overall.
# The opening four compounds (preview)
SMILES,N-glyco inh,ABCB6 inh MLPCN,NCOA2 inhibitor,Cardio protect,m5-HT2A agonist,MC4R barr agon,MC4R antagonist,NOD2-RIPK2 inh,TLR9-MyD88 inh,ABHD5 PLIN5 PPI
N#CCCN(C(=O)COC(=O)Cc1ccc(Br)cc1)c1ccccc1,1,102,-6,-2,1,0.2,7,-2,-4,0
CCOc1ccc(N2CC(C(=O)Nc3cccnc3)CC2=O)cc1 (configuration not stated),0,89,-18,0,7,-2.8,-2,-6,1,1
CC(=O)c1ccccc1C(=O)N1CCCC(N2CCN(Cc3ccc4c(c3)OCO4)CC2)C1 (configuration not stated),·,101,-19,7,-7,-2.7,2,-10,0,0
CC1(C)CC(=O)C(C(C2=C(O)CC(C)(C)CC2=O)c2cccc(O)c2)C(=O)C1 (configuration not stated),2,106,3,-5,10,0.1,3,4,0,12

# The listing, from the start:
SMILES,N-glyco inh,ABCB6 inh MLPCN,NCOA2 inhibitor,Cardio protect,m5-HT2A agonist,MC4R barr agon,MC4R antagonist,NOD2-RIPK2 inh,TLR9-MyD88 inh,ABHD5 PLIN5 PPI
N#CCCN(C(=O)COC(=O)Cc1ccc(Br)cc1)c1ccccc1,1,102,-6,-2,1,0.2,7,-2,-4,0
CCOc1ccc(N2CC(C(=O)Nc3cccnc3)CC2=O)cc1 (configuration not stated),0,89,-18,0,7,-2.8,-2,-6,1,1
CC(=O)c1ccccc1C(=O)N1CCCC(N2CCN(Cc3ccc4c(c3)OCO4)CC2)C1 (configuration not stated),·,101,-19,7,-7,-2.7,2,-10,0,0
CC1(C)CC(=O)C(C(C2=C(O)CC(C)(C)CC2=O)c2cccc(O)c2)C(=O)C1 (configuration not stated),2,106,3,-5,10,0.1,3,4,0,12
Cc1ccc(OCC(=O)Nc2ccccc2C(=O)N2CCCCC2)cc1,-1,93,31,2,-4,-2.0,12,-5,1,-7
Cc1nnc(NC(=O)c2cccc(S(=O)(=O)N3CCOCC3)c2)s1,2,96,-45,2,0,0.7,23,3,0,0
Cc1ccc(-c2csc(NC(=O)CSC3=NCCS3)n2)cc1,4,96,-15,-13,2,0.7,8,2,-11,-4
CC(C)CCNC(=O)CN1C(=O)NC(c2ccccc2)(c2ccccc2)C1=O,0,98,13,0,0,-0.4,10,-2,-12,1
COc1ccc(S(=O)(=O)N2CCOCC2)cc1NS(=O)(=O)c1ccc(F)c(F)c1,1,87,-30,9,-5,-2.6,3,4,2,-4
COc1ccc(C2CC(c3cccc(Cl)c3)=NN2c2ccc(S(N)(=O)=O)cc2)cc1 (configuration not stated),-5,99,-5,11,-10,0.8,12,-41,-101,-10
COc1ccccc1CNC(=O)c1cc(S(=O)(=O)N2CCCCC2)c[nH]1,-3,103,10,-19,12,3.0,10,-9,-3,-11
CCOC(=O)CSc1nc(-c2ccccn2)ncc1OC,2,101,-3,-3,3,-1.1,7,-12,-8,-3
COc1ccc(CC(=O)NCc2ccc(F)cc2)cc1S(=O)(=O)N1CCOCC1,-1,102,15,6,-8,-1.7,-1,-12,-5,-17
Nc1nc(N)nc(-c2ccc(Cl)cc2)n1,1,94,-18,1,0,-1.1,-1,2,2,4
COCCNC(=O)C(c1cccnc1)N(Cc1ccccc1)C(=O)Cn1nnc2ccccc21 (configuration not stated),3,101,-38,4,0,-1.3,11,-11,-9,-11
O=C1COc2c1ccc(O)c2O,0,94,-4,5,3,-1.0,8,-15,-2,-1
COc1ccccc1CC(=O)Nc1ccc2c(c1)OC1(CCCC1)O2,-2,95,-6,-4,-6,-0.8,2,-1,-14,2
O=C(NCc1ccccc1Cl)c1cccc2c1C(=O)c1ccc(-c3ccc(OC(F)(F)F)cc3)cc1S2(=O)=O,304*,98,·,-9,4,1.8,3,2,-3,0
CC(=O)/C=C1\N(C)c2ccc(C)cc2C1(C)C,-2,i,2,-15,0,-0.8,-5,-2,-5,-2
C1CCN(c2nc3nonc3nc2N2CCCC2)C1,0,90,18,-2,-3,-2.3,3,2,2,1
O=C(O)CC1(CC(=O)NCc2ccc(F)cc2)CCCCC1,2,92,-37,3,0,-0.1,-4,2,2,-4
CC12CC(NC(=O)N1c1cccc(C(=O)NCc3ccc4c(c3)OCO4)c1)c1cc(Cl)ccc1O2 (configuration not stated),2,111,-2,5,-1,-2.6,23,-11,-6,5
CC(=O)c1c(C)[nH]c(C(=O)NNC(=O)c2ccc(C)cc2)c1C,-1,94,9,-2,6,-0.8,3,3,4,5
CC(=O)Nc1nnc(COc2ccccc2)s1,-2,92,-57,-2,2,1.1,-2,4,7,0
O[C@H]1CN(CC2CCCCC2)[C@@H](c2ccc(Cl)cc2)C[C@@H]1n1cc(C2CC2)nn1,-9,98,-13,-22,-1,0.0,11,0,-12,-9
CC(C)Cc1ccc(S(=O)(=O)NCC2CCCO2)cc1 (configuration not stated),0,95,-20,-6,0,-1.1,4,6,-6,-3
CC(=O)N1c2ccc(S(=O)(=O)N(C)C3CCCCC3)cc2CC1C (configuration not stated),1,102,-1,-2,-1,-1.1,-1,-14,3,-1
COC(=O)CC1C(C(=O)OC)ON2OC(C(=O)OC)C(C(=O)OC)C12 (configuration not stated),-1,99,-18,2,2,-1.9,8,2,3,1
Cc1cccc(C)c1NC(=O)CS(=O)CC(=O)Nc1ccc(N2CCOCC2)cc1 (configuration not stated),3,94,-1,0,-2,0.0,-5,9,-11,-3
COCCNC(=O)c1cc(-c2ccccn2)nc2ccc(S(=O)(=O)N3CCC(C)CC3)cc12,2,93,0,2,4,0.0,-2,-7,7,1
CCOc1ccc(C(C)NC(=O)CCC(=O)O)cc1 (configuration not stated),3,96,-7,10,-1,2.2,7,4,-2,6
O=S(=O)(Nc1nc2ccccc2nc1Nc1ccc(N2CCOCC2)cc1)c1cc(Cl)ccc1Cl,-1,104,-23,-23,-1,-2.0,-3,-10,3,-1
N#CN=CN1CC=C(c2ccc(Cl)cc2)CC1,1,85,-12,1,-3,-0.4,0,0,14,0
O=C(NCc1ccco1)c1ccc2sc([C@@H]3O[C@H](CO)[C@H](O)[C@H](O)[C@H]3O)nc2c1,-1,99,5,10,4,-0.8,3,-10,·,-5
CC(C)CC(=O)NC(=S)Nc1ccc(F)cc1F,-1,99,-14,-9,-1,-2.3,2,-14,1,5
CCOC(=O)N1CCC(NC(=O)CCCN2C(=O)CSc3ncccc32)CC1,-2,103,-6,-4,-1,-0.8,16,-1,5,0
Cn1c(=O)[nH]c(=O)c2c1nc(N1CCCCCC1)n2CCCSc1nc2ccccc2o1,0,93,-20,2,-1,2.2,13,5,14,-2
COc1ccc(C#Cc2ccc3c(c2)O[C@@H](CN(C)C(=O)Nc2cccc(OC)c2)[C@H](C)CN([C@@H](C)CO)S3(=O)=O)cc1,-5,99,-2,11,-3,-0.7,3,7,-16,-7
O=C(CSc1nnc(CNC(=O)c2cccc(C(F)(F)F)c2)o1)NCc1ccco1,0,97,-36,0,-1,-3.1,2,-1,-7,-6
CC(C)Oc1cc(F)ccc1-c1cc(C(=O)NC2CCCCC2)[nH]n1,1,91,22,-7,1,0.7,3,-4,·,2
CNNC(=S)NC1CC2CC1C1C=CCC21 (configuration not stated),-1,92,-7,9,0,-0.4,3,-1,1,0
O=C(NNC(=O)C1CCC1)c1ccc(F)cc1,1,101,-25,5,-9,1.2,19,0,-1,-2
COc1cccc(-c2noc(-c3ccc(Br)o3)n2)c1,-5,92,-27,-7,2,-1.4,-11,-7,-10,0
N#CCSc1nc2ccccc2o1,0,105,-4,4,0,-0.7,10,-13,2,-5
CCOC(=O)N1CCN(C(=O)Cc2ccsc2)CC1,0,107,-21,0,3,-0.8,19,-13,-11,-1
CC/C(=N\NC(=O)c1csc(C)c1C)c1cccs1,0,104,-20,-27,-2,-1.8,-1,-5,-7,-2
CCn1c(C(C)NC(=O)c2cccs2)nc2ccccc21 (configuration not stated),-1,99,1,-13,-4,0.1,12,-4,-3,-5
Cc1ccc(S(=O)(=O)N(C)CC(=O)N(C)CCOc2ccccc2)cc1,3,94,-11,-3,-14,-0.8,-4,0,-5,5
Cc1cccc(C)c1NC(=O)C(C)NCc1cccs1 (configuration not stated),1,100,-32,-4,-1,0.9,11,-6,-7,-12
CCCCCc1c(C)nc(Nc2nc(C)c3cc(OC)ccc3n2)[nH]c1=O,2,98,-4,13,1,-1.8,19,2,3,2
CCCCCn1c(=NC(C)=O)c(C#N)cc2c(=O)n3ccccc3nc21,6,115,2,4,3,4.1,-1,-1,-16,-1
Cc1nnc(SCC(=O)Nc2ccc(N3CCN(S(C)(=O)=O)CC3)cc2)o1,2,96,-14,7,2,1.2,-8,-6,-5,2
Fc1ccc2c(c1)C(c1ccncc1)=NNC(c1cccnc1)=N2,0,98,-11,2,5,-1.9,7,-10,11,-2
Nc1c(Cl)cc(C2=NCCn3nc4cc([N+](=O)[O-])ccc4c32)cc1Cl,3,99,8,0,2,1.0,4,11,-8,3
CCN(CC)C(=O)Cn1cc(C(=O)C(=O)N2CCCc3ccccc32)c2ccccc21,-2,94,-13,4,-2,-0.8,5,-1,-2,-5
O=C(CCn1ccc2cc(S(=O)(=O)N3CCCC3)ccc21)NCc1ccccc1,-1,97,28,0,-6,-0.3,14,-4,-4,-2
O=C(N/N=C/c1ccoc1)c1ccccc1F,-1,95,-34,-3,-3,-2.6,-5,-6,2,6
CCOCCCNCc1ccc(OCCC(C)C)c(OC)c1,1,97,-21,0,-3,0.6,4,3,-1,0
Nc1nc(SCc2ccccc2)c2ncn(Cc3ccccc3)c2n1,-3,99,-38,0,5,-2.4,10,-2,6,0
CC(CNCC1CCCO1)COc1ccccc1 (configuration not stated),-1,89,-6,-4,-5,-0.3,-1,0,3,-2
# (more compounds)
SMILES,N-glyco inh,ABCB6 inh MLPCN,NCOA2 inhibitor,Cardio protect,m5-HT2A agonist,MC4R barr agon,MC4R antagonist,NOD2-RIPK2 inh,TLR9-MyD88 inh,ABHD5 PLIN5 PPI
CCCOc1ccc(-c2c(C(=O)N/N=C(\C)COc3ccccc3)nnn2-c2nonc2N)cc1,0,104,-19,5,-5,-2.6,17,-7,-1,0
Cc1cccc(N2C(=O)c3ccc(C(=O)Nc4ccccn4)cc3C2=O)c1,-2,102,1,1,6,-2.1,7,-5,-16,2
CCc1ccc(-n2c(Cc3ccccc3)n[nH]c2=S)cc1,1,96,-9,1,-1,-2.7,9,-1,3,-1
CCCCc1c(-c2cccc(F)c2)ncn1CCc1ccccc1OC,·,114,19,·,0,·,·,-11,·,-4
CN1C(=O)CC(N2CCN(C(=O)CN3CCCC3)CC2)C1=O (configuration not stated),5,102,-35,2,1,-2.1,4,-3,0,4
O=C(NCc1ccccc1)C1C(c2ccc3c(c2)OCO3)=Nc2ccccc2N1C(=O)c1ccccc1 (configuration not stated),·,·,-32,·,3,·,·,5,·,6
COc1ccc(/C(N)=N/OC(=O)c2ccc(OC)c([N+](=O)[O-])c2)cc1OC,3,99,-9,-8,5,-1.0,3,2,3,1
Cc1cc(C)nc(SCC(=O)N2CCOCC2)n1,0,98,-6,1,4,0.3,2,-13,-3,1
